# HT1080 IDH1KD tx: kills HT-1080 cells with IDH1 knockdown. HT-1080 IDH1 knockdown viability, ATP luminescence, 48 h. Potency, µM (doses to about 46.1 µM), inactives show top-dose activity, negative = toxicity, most hits filed as cytotoxic. 360,000 tested, 2% active. AID 686971;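 further: potency means the concentration at half of the fitted maximal effect; 0% = DMSO wells and -100% = cell-free medium wells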
#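 Knockdown cells (IDH1KD HT-1080) received compounds 2 h after plating at 750 cells/well and were kept 48 h at 37 °C in 5% FBS RPMI. A CellTiter-Glo luminescence read gave % activity for curve fitting.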
# KB-V1 MDR tox: kills drug-selected multidrug resistant KB-V1 cells. KB-V1 MDR cells viability, CellTiter-Glo, 72 h. 400,000 tested, 3.4% active. Potency, µM (doses to about 46.1 µM), without a hit: top-dose activity change, negative = cytotoxicity, actives largely listed as cytotoxic. AID 1347076; further: potency means the concentration at half of the fitted maximal effect; on the % scale 0 is the no-effect control and ±100 the full control effect; nearly all actives have a fitted effect of over 60% in size
#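 qHTS viability screen in drug-selected KB-V1 MDR cells: 72 h compound treatment at 37 degrees C, ATP luminescence end point.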
# GLP1R ag: activates the human GLP-1 receptor | P43220 | HEK293 GLP-1R CRE-luciferase, luminescence, 4-6 h; cells express a hypersensitive GLP-1R form | 380,000 tested, 0.007% active | Potency, µM (top dose mostly 45.6 µM), inactives show top-dose activation, actives largely listed as activators; further: potency means the concentration at half of the fitted maximal effect; % of control where 0% means no effect
# Target sequence (P43220 whole entry, looked up): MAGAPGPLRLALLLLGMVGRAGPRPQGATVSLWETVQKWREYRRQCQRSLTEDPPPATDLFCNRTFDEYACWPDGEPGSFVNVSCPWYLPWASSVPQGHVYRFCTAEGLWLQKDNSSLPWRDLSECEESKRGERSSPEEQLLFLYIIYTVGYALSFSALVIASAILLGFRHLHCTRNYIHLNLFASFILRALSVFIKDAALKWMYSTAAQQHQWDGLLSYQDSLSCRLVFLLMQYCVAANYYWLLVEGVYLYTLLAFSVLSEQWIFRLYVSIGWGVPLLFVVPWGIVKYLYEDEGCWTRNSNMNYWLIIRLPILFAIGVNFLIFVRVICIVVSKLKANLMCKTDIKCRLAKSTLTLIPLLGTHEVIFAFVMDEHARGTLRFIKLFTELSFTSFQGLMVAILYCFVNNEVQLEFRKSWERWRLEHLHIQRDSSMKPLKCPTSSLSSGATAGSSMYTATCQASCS
# IL1B secr inh: blocks inflammasome-driven IL-1 beta release; activity change, % at 57.5 µM; THP-1 LPS/ATP IL-1B secretion, AlphaLISA, 16 h; hits give low values; 360,000 tested, 4.7% active; in the data active means activity change below about -50%; inconclusive means mostly about -30% to -49%; further: on the % scale 0 is the no-effect control and ±100 the full control effect
#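 Secreted IL-1B measured by AlphaLISA bead assay after 16 h compound exposure of THP-1 cells; compounds (final up to 57.5 uM) added 1 h before LPS (250 ng/mL) and ATP (1.25 mM) stimulation; lower signal means less secretion.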
# SW480 rereplic: induces DNA re-replication in SW480 colon adenocarcinoma cells; SW480 DNA re-replication, Hoechst DNA content imaging, 48 h; Potency, µM (series often up to 46.1 µM), without a hit: at the top dose re-replication activation, actives largely listed as activators; 340,000 tested, 1.8% active; further: potency means the concentration at half of the fitted maximal effect; % of control where 0% means no effect; nearly all actives have a fitted effect of over 55% in size
#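 Cells (250 per well) received 23 nL compound or DMSO by pin tool and were kept 48 hr at 37 C, 5% CO2. Nuclei were then stained with Hoechst for 40 min and scanned for DNA content.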
# DRD3 antagonist: blocks the human D3 dopamine receptor | P35462 | D3R cells, DiscoveRx beta-arrestin luminescence, antagonist mode; hits give low values | max response, negative = inhibition, % | 360,000 tested, 2.5% active; in the data active means max response below about -50%; inconclusive means no clear call, values can overlap the other calls; further: on the % scale 0 is the no-effect control and ±100 the full control effect; mostly tested at two doses, the higher about 12 µM
# Target sequence (P35462 whole entry, looked up): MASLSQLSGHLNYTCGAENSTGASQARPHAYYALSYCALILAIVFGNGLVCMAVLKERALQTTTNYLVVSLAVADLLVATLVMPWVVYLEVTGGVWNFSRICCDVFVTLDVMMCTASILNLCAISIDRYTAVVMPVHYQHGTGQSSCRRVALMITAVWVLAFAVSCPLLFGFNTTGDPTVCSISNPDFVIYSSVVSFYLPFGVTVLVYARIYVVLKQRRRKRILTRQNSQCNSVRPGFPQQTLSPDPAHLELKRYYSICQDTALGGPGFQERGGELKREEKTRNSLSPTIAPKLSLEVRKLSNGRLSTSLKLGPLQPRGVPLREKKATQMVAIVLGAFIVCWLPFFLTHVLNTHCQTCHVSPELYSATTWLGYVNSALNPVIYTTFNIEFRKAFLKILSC
#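 Cells expressing the human receptor were seeded at 1500 cells/well, incubated overnight at 37 degrees C in 5% CO2, then exposed to library compounds with dopamine controls for 90 minutes at 37 degrees C before luminescent detection.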
# D3 ag: D3 dopamine receptor (human) agonism; D3R DiscoveRx beta-arrestin cells, luminescence, 90 min; P35462; 410,000 tested, 0.58% active; max activation, %; in the data active means max activation above about 30%; further: 0% is about no effect; mostly tested at two doses, the higher about 12 µM
#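 Agonist mode: compounds and dopamine controls were applied to plated cells for 90 min at 37 degrees C after an overnight attachment at 1500 cells/well. Luminescent read-out followed 30 - 60 minutes at room temperature with DiscoveRx detection reagent.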
# HT1080NT lethal: kills 2HG-producing HT-1080-NT fibrosarcoma cells; HT-1080-NT fibrosarcoma viability, CellTiter-Glo ATP luminescence, 48 h; 360,000 tested, 1.6% active; Potency, µM (titrated, usually from 46.1 µM), inactives show at the top dose activity, negative = less viability, hits mostly cytotoxic;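 further: NT is the 2HG producing partner of a matched IDH1 knockdown line; potency means the concentration at half of the fitted maximal effect; 0% = DMSO-treated cells and -100% = media-only wells without cells; nearly all actives have a fitted effect of over 55% in size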
#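 Viability by CellTiter-Glo luminescence after 48 h compound exposure at 37C of HT-1080-NT cells (750/well, RPMI, 5% FBS). % activity scaled between DMSO wells and medium-only wells, then curve-fitted and categorized by curve class.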
# KB-3-1 cytotox: KB-3-1 parental cell cytotoxicity; KB-3-1 viability, CellTiter-Glo ATP luminescence, 72 h; AID 1347075; 400,000 tested, 1.4% active; Potency, µM (highest dose often 46.1 µM), for the others: top-dose activity change, negative = cytotoxic, most hits filed as cytotoxic; further: potency means the concentration at half of the fitted maximal effect; on the % scale 0 is the no-effect control and ±100 the full control effect; nearly all actives have a fitted effect of over 60% in size
#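 KB-3-1 cells, DMEM (no phenol red) + 10% FBS; compound by pin transfer, 72 h, 37 °C. Readout: CellTiter-Glo luminescence after 10 min. Data normalized, curve-fitted.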
# The depositor's hits bear a star; ? = inconclusive; . = no result given; & = joins results of further samples; [ ] = dose if it differs, or a comment. Unless noted, the call rests on the fitted dose curve; in most records, active means well fitted curve in the direction sought with a large enough effect; inconclusive means small, poorly fitted or top-dose-only effect, or another doubt; inactive means no such curve, though single readings can be large; an effect the other way counts as inactive or inconclusive. Rows are unselected; about 12% have a hit in one of these screens.
# Sequence of screens: DRD3 antagonist	IL1B secr inh	HT1080 IDH1KD tx	HT1080NT lethal	KB-3-1 cytotox	SW480 rereplic	D3 ag	KB-V1 MDR tox	GLP1R ag
CC(C)COc1ccc(C2NC(=O)NC2=O)cc1 (configuration not stated)
→ 1	-3	-15%	-9%	2%	11%	-8	-6%	2%
COc1ccccc1OCCNC(=O)C(CCSC)NC(=O)c1ccccc1Cl (configuration not stated)
→ 0	0	-6%	-2%	0%	-12%	-21	?	1%
COc1cccc(/C=C/C(=O)N(C)CC(=O)Nc2ccc(Cl)c(C(F)(F)F)c2)c1
→ 2	-14	-5%	-10%	?	-3%	1	-10%	-1%
COc1ccccc1C(=O)NCCNc1nc2cc(C)cc(C)c2cc1C#N
→ 18	?	4%	5%	-4%	22%	2	-21%	-1%
CCCNc1c(NS(=O)(=O)c2ccc3c(c2)CCCC3)c(=O)oc2ccccc12
→ 11	5	4%	5%	9%	-12%	-10	-11%	-1%
Cc1c(Cc2ccccc2)c(=O)oc2cc(OCc3nn[nH]n3)ccc12
→ 7	29	20%	13%	4%	-6%	-3	13%	-37%
CC(=O)Nc1ccc(NC(=O)CSc2n[nH]c(-c3cccs3)n2)cc1
→ -6	-11	-2%	-10%	-1%	-3%	-12	2%	-3%
COC(=O)c1c(NC(=O)/C=C/C(=O)O)sc(C)c1-c1ccc(C(C)C)cc1
→ ?	-101*	?	?	21µM*	15µM*	-16	?	1%
COc1cccc(NC(=O)c2ccnc(N3CCC(C(=O)NCc4cc(OC)ccc4OC)CC3)c2)c1
→ 17	-2	2%	-2%	-4%	-12%	1	-28%	6%
CCN(CC)C(=O)CSc1nc2c(c(-c3cccnc3)c1C#N)CCCC2
→ 11	-7	-18%	-10%	-15%	-8%	16	-10%	20%
CC(C)NC(=O)N(C)C[C@H]1Oc2ccc(NS(=O)(=O)c3ccccc3)cc2C(=O)N([C@H](C)CO)C[C@@H]1C
→ 9	13	17%	6%	6%	-5%	1	0%	-7%
COc1ccc(N(CC(=O)NCc2ccccc2OC)S(=O)(=O)c2ccccc2)cc1
→ -1	-17	-1%	-13%	-16%	-5%	-8	-46%	10%
CC(=O)c1ccc(S(=O)(=O)Nc2cccc(-c3ccc4nncn4n3)c2)cc1
→ 5	37	-13%	-1%	-1%	-8%	-4	6%	12%
CN(C)S(=O)(=O)c1ccc(S(=O)(=O)N(CC(=O)Nc2ccccc2)Cc2ccco2)cc1
→ -8	11	-10%	-5%	9%	-4%	1	19%	0%
CCn1c(/N=C/c2ccc(OC)cc2O)nc2ccccc21
→ 3	21	2%	5%	1%	?	6	2%	-4%
Cc1ccnc(NC(=O)CCC(=O)N(CC(=O)NCc2ccccc2)Cc2cccs2)c1
→ 1	0	6%	9%	25%	1%	11	-20%	7%
COc1ccc(NC(=O)C2=C(C)C(=O)OC23CCC(C)CC3)c(OC)c1 (configuration not stated)
→ 5	14	3%	-1%	-3%	3%	4	7%	7%
Cc1ccccc1Nc1nnc(SCC(=O)NCc2cccs2)s1
→ 1	0	-3%	-1%	-12%	.	-6	-17%	-7%
O=C(O)c1cc2c(s1)CCCC2
→ ?	-1	-1%	3%	0%	-9%	-1	14%	0%
CC(C)n1cnc2cc(NC(=O)c3ccco3)ccc21
→ -15	-8	20%	4%	0%	2%	-8	0%	4%
O=C(COc1nnnc2ccccc12)N1CCCc2ccccc21
→ 4	5	18%	10%	2%	-1%	-1	-7%	-1%
CN(C)S(=O)(=O)c1cccc(C(=O)OCC(=O)N2CCCC2=O)c1
→ -28	-6	0%	-4%	-7%	-7%	-7	-10%	-4%
S=c1[nH]nc(COc2ccccc2)n1/N=C/c1ccccn1
→ -13	14	17%	0%	3%	1%	3	-4%	-15%
O=C(NCCCCNC(=O)c1c(Cl)cccc1Cl)c1c(Cl)cccc1Cl
→ 7	3	-2%	0%	18%	-9%	-3	18%	-1%
COc1ccc(C(=O)Sc2ccc(C)cc2)cc1OC
→ 13	-64*	-29%	-2%	22%	-27%	0	?	-14%
COC(=O)COc1ccc2c(-c3cccc([N+](=O)[O-])c3)cc(=O)oc2c1
→ 12	25	9%	9%	8%	1%	4	0%	4%
COc1cccc(CN2CCNC(=O)C2CC(=O)NCCc2cccc(C)n2)c1OC (configuration not stated)
→ 32	18	11%	11%	5%	-81%[inhibitor]	0	29%	-3%
CCCC[C@@H]1CN=C(N)N1CCc1cccc(F)c1
→ 0	?	1%	-3%	?	-4%	-24	4%	7%
CN1C(=O)c2cccc3c(Cl)ccc(c23)C1=O
→ 9	.	8%[9.24 µM]	2%	2%	3%	2	1%	-2%
CC(C)(C)c1ccc(S(=O)(=O)NC(=O)C2(C)CCN2C(=O)Cc2cc(F)ccc2F)cc1 (configuration not stated)
→ 2	25	8%	16%	0%	.	-2	-1%	-5%

# Compound profiles, from the list above. Screens in order: DRD3 antagonist, IL1B secr inh, HT1080 IDH1KD tx, HT1080NT lethal, KB-3-1 cytotox, SW480 rereplic, D3 ag, KB-V1 MDR tox, GLP1R ag
# CC(C)n1cnc2cc(NC(=O)c3ccco3)ccc21 is listed as -15, -8, 20%, 4%, 0%, 2%, -8, 0%, 4%
# O=C(NCCCCNC(=O)c1c(Cl)cccc1Cl)c1c(Cl)cccc1Cl is listed as 7, 3, -2%, 0%, 18%, -9%, -3, 18%, -1%

# (next part)
# Sequence of screens: DRD3 antagonist	IL1B secr inh	HT1080 IDH1KD tx	HT1080NT lethal	KB-3-1 cytotox	SW480 rereplic	D3 ag	KB-V1 MDR tox	GLP1R ag
CCOC(=O)c1cnc2ccc(OC)cc2c1NCCc1ccc(OC)c(OC)c1
→ 23	-90*	7%	3%	-19%&-4%	-1%	6&1	?	-4%
CCC1(CCC(C)C)SC(N)=NC1=O (configuration not stated)
→ -11	-5	1%	0%	19%	-2%	5	-5%	3%
COC(=O)c1sc2nc(SCc3cccc(F)c3)n(N)c(=O)c2c1C
→ 10	8	17%	18%	-20%	-2%	12	-23%	-5%
COc1ccc(NC(=O)c2sc3ncn(CC(=O)N4CCN(c5ccccn5)CC4)c(=O)c3c2C)c(OC)c1
→ 25	14	9%	0%	1%	1%	25	8%	-6%
COc1cccc(NC(=O)C(OC(=O)/C=C/c2ccc3c(c2)OCO3)c2ccccc2)c1 (configuration not stated)
→ -55*	-24	1%	-4%	0%	-1%	-4	-24%	-1%
CCOc1ccc(N2CC(C(=O)N3CCc4ccccc43)CC2=O)cc1 (configuration not stated)
→ 8	45	-3%	-5%	7%	-2%	-11	-8%	11%
CC(C)C[C@H](NC(=O)Nc1ccc(Oc2ccccc2)cc1)C(=O)O
→ -6	13	1%	2%	-4%	-90%[inhibitor]	3	-23%	-6%
CCOC(=O)C1(C)CCN1C(=O)COc1ccccc1 (configuration not stated)
→ -22	-13	6%	23%	2%	.	-6	-12%	-1%
Cc1nnc(NC(=O)CSc2ncnc3scc(-c4ccccc4)c23)s1
→ 14	26	9%	2%	2%	?	-7	?	-4%
CCCCNc1c(-c2cccnc2)nc2nc(C)cc(C)n12
→ 14	0	11%	18%	10%	.	7	?	-3%
Cc1cccc(-c2noc(CCC(=O)N3CCN(c4cc(C)ccc4C)CC3)n2)c1
→ 3	-6	1%	3%	-15%	3%	7	8%	5%
COc1cccc(NC(=S)N/N=C2\CC(C)(C)Oc3ccc(O)cc32)c1
→ -10	-28	-13%	-12%	-3%	9%	-1	21%	3%
COc1ccc(Cl)cc1C(=O)NNC(=O)c1ccncc1
→ -9	-14	15%	9%	1%	1%	-4	-10%	-5%
COc1ccc(CCN2CC(C(=O)NCCc3ccc(C(F)(F)F)cc3)CCC2=O)cc1 (configuration not stated)
→ 10	17	-9%	-1%	0%	?	-12	0%	-2%
C[C@H](CO)N1C[C@H](C)[C@@H](CN(C)S(=O)(=O)c2cccs2)Oc2c(NC(=O)Nc3ccc4c(c3)OCO4)cccc2C1=O
→ -17	-20	-12%	-15%	-13%	-20%	-29	24%	-1%
CCN(CC)S(=O)(=O)c1ccc(N2CCOCC2)c(NS(=O)(=O)c2ccc(C)cc2)c1
→ -15	0	0%	0%	-7%	6%	-1	4%	4%
COc1ccc([N+](=O)[O-])cc1NC(=O)C1(c2ccc(OC)c(OC)c2)CCOCC1
→ -1	6	0%	-16%	1%	-3%	1	1%	13%
CC(Sc1nnc(C2CCCCC2)n1N)C(=O)NCc1ccc2c(c1)OCO2 (configuration not stated)
→ -5	25	5%	-4%	1%	-2%	3	28%	5%
O=S1(=O)N[C@@H](Cc2ccccc2)COc2ccc(Cl)cc21
→ -3	21	9%	8%	-3%	.	0	4%	1%
CCN(CC)S(=O)(=O)c1cccc(NC(=O)COC(=O)C2=COCCO2)c1
→ -11	1	3%	4%	-21%	-5%	1	-7%	-9%
O=C(Nc1ccccc1Cl)c1ccccc1CC(O)(c1ccccc1)c1ccccc1
→ 43	-21	?	?	0%	.	7	?	3%
CCCCCCCC(O)CC(CC1CCCCC1)C(=O)NN (configuration not stated)
→ 0	-2	7%	5%	17%	-1%	-32	-2%	5%
COc1ccc(OC)c2[nH]c(=O)c(CCNC(=O)c3ccc(S(=O)(=O)N(C)C)cc3)cc12
→ 7	-2	7%	5%	8%	-3%	-6	-21%	-3%
Cc1ccc(CN2CC(N3CCN(C)CC3)CS2(=O)=O)cc1 (configuration not stated)
→ -68*	-1	1%	21%	0%	.	-3	14%	12%
Cc1ccc(NC(=O)NNC(=O)c2snnc2C)cc1
→ -6	13	0%	2%	-1%	2%	-3	2%	13%
Cc1sc2ncn(CC(=O)N3CCN(c4ccc(F)cc4)CC3)c(=O)c2c1S(=O)(=O)N1CCOCC1
→ -12	-12	-17%	15%	4%	-17%	16	7%	0%
CS(=O)(=O)N1CCCC(C(=O)N2CCN(c3cccc(Cl)c3)CC2)C1 (configuration not stated)
→ -5	-1	-3%	-10%	0%	-10%	-3	3%	8%
COc1ccc(C(=O)N(c2ccc(C)cc2)C2C=CS(=O)(=O)C2)cc1OC (configuration not stated)
→ -11	12	10%	16%	23%	11%[1.84 µM]	3	-1%	2%
O=C(CSc1nnc(-c2ccncc2)o1)N1CCCCCC1
→ 0	18	7%	13%	-1%	3%	4	-18%	2%
